High-throughput results deposited in PubChem by Sanford-Burnham Center for Chemical Genomics.
Jurkat NFkB inh = inhibitors of the PMA/ionomycin-induced NF-kB reporter in Jurkat cells; PMA/ionomycin-induced NF-kB luciferase reporter, luminescence; inhibition, % at 4 µM; 330,000 compounds, 0.53% hits; in the data active means inhibition above about 50%
UPR XBP1 act = activators of adaptive arm of unfolded protein response (XBP1) | CHO-XBP1 luciferase reporter, IRE1-XBP1 UPR activation, luminescence; percent of tunicamycin response, DMSO as zero | activation, % at 20 µM | 330,000 compounds, 0.33% hits | AID 463104;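 active means versus positive control, 20 µM dose yields 30% or more activation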;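 further: 100% = tunicamycin at 10 µg/mL and 0% = DMSO only wells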
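Material: CHO-XBP1 cells stably carrying IRE1-XBP1-driven luciferase reporter / Amount: 1000 cells per well / Compound: 20 µM, 1% DMSO / Times: 6 h treatment, 37 °C / Detection: luciferase luminescence / Measure: % activation of reporter signal versus tunicamycin and DMSO controls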
TIM10 inh = TIM10 yeast growth inhibition; S. cerevisiae TIM10 strain growth, BacTiter-Glo luminescence, 24 h; inhibition, % at 10 µM; 330,000 compounds, 1.4% hits;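 active means inhibition of 40% or more at the single tested concentration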;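 further: wild-type TIM10 isogenic control strain grown at permissive 25 °C; 0% = DMSO yeast wells and 100% = minimal medium wells without yeast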
tim23-1 inh = tim23-1 yeast growth inhibition; S. cerevisiae tim23-1 growth, BacTiter-Glo luminescence, 24 h; inhibition, % at 20 µM; 330,000 compounds, 1.3% hits; AID 463212;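 active means growth inhibition of the mutant yeast at or above 50%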;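 further: temperature-sensitive mutant grown at 25 °C; plate controls were DMSO-treated mutant yeast for no effect and medium wells lacking yeast for full effect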
Mdm2 MdmX PPI = inhibitors of human Mdm2/MdmX interaction. O15151+Q00987. SaOS-2 split-luciferase Mdm2/MdmX complementation, luminescence. inhibition, % at 8 µM. 330,000 compounds, 3% hits;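 active means inhibition of at least 50% at 8 µM in the primary screen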
Target sequence (O15151 whole entry, looked up): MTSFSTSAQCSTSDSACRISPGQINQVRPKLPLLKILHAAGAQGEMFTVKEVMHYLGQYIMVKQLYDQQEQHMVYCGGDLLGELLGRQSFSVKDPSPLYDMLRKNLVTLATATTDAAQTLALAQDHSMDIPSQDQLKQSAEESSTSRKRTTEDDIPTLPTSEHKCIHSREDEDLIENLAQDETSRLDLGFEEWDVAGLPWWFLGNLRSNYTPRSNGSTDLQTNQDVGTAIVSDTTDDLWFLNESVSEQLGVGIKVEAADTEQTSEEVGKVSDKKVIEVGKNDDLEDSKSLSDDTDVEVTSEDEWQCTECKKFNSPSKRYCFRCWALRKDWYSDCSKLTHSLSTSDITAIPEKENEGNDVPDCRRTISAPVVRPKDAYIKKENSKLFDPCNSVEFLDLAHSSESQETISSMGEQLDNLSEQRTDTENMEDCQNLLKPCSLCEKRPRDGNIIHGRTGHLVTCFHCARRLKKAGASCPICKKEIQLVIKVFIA
Target sequence (Q00987 whole entry, looked up): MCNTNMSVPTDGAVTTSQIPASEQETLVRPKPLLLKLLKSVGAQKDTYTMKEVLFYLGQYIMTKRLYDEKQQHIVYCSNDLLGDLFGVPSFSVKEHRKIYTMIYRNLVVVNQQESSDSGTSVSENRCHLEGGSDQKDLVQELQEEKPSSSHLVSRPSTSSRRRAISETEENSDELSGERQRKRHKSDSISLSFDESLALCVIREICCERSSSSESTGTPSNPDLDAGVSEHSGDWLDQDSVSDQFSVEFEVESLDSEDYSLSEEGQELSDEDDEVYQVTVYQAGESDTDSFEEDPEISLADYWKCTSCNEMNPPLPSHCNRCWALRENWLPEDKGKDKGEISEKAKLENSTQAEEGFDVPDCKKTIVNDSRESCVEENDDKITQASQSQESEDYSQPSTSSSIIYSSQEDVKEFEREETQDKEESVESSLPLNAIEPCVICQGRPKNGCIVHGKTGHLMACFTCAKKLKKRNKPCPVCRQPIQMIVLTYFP
UPR CHOP act = activators of apoptotic arm of unfolded protein response (CHOP) | CHO-CHOP luciferase reporter, UPR activation, luminescence; percent of tunicamycin response over DMSO baseline | activation, % at 10 µM | 330,000 compounds, 0.34% hits | AID 449763;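 active means at 10 µM dose, activation of 40% or more, normalized to positive control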;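 further: 100% = tunicamycin at 10 µg/mL and 0% = DMSO alone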
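Assay system: CHO-CHOP cells, stable luciferase reporter of PERK-eIF2a-CHOP signalling / Buffer or medium: F12 plus 10% serum / Compound dosing: one dose, 10 µM in 0.5% DMSO / Times: 6 h compound treatment, 37 °C / Technique: luciferase luminescence / Read-out: % reporter activation, DMSO baseline versus tunicamycin full activation / Benchmarks: tunicamycin and DMSO controls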
697 NFkB inh = inhibitors of the PMA/ionomycin-induced NF-kB reporter in 697 B cells | 697 B-cell NF-kB luciferase reporter, 16 h | inhibition, % at 4 µM | 330,000 compounds, 0.33% hits | AID 435022; in the data active means inhibition above about 35%
tim10-1 inh = tim10-1 yeast growth inhibition; S. cerevisiae tim10-1 ts strain growth, BacTiter-Glo, 24 h; inhibition, % at 20 µM; 330,000 compounds, 2.2% hits;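 active means inhibition of at least 40%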;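 further: mutant grown at 25 °C; 0% = DMSO wells with yeast and 100% = wells holding no yeast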
An asterisk follows results filed as active; x = no result given.

SMILES	Jurkat NFkB inh	UPR XBP1 act	TIM10 inh	tim23-1 inh	Mdm2 MdmX PPI	UPR CHOP act	697 NFkB inh	tim10-1 inh
O=C(CCNS(=O)(=O)c1ccccc1C(F)(F)F)N1CCN(c2ccccc2O)CC1	-20	-1	-4	18	13	1.6	-3	-1
CN1CCN(NC(=O)c2cccc(S(=O)(=O)N3CCCCCC3)c2)CC1	-9	0	-13	14	-5	-1.1	-4	-11
CC(Sc1nc2ccccc2c(=O)n1CC1CCCO1)C(=O)NC(C)c1ccccc1 (stereo not drawn)	14	-3	11	26	10	-0.5	-6	15
Cc1occc1-c1nnc(SCC(=O)Nc2nccs2)n1Cc1ccco1	13	1	-4	5	22	-1.3	8	16
Cc1ccc(S(=O)(=O)Cc2ccc(C(=O)NCCCN3CCCC3=O)o2)cc1	-10	0	-4	10	18	1.2	10	-2
OC(COc1ccc(Br)cc1)Cn1ccnc1 (stereo not drawn)	-13	0	0	-6	-11	1.9	13	7
C=CCN(c1ccccc1)S(=O)(=O)c1cccc(C(=O)NC2CCC(O)CC2)c1 (stereo not drawn)	2	1	-1	12	2	1.2	8	5
CCOC(=O)C1=CN(Cc2ccco2)S(=O)(=O)N(C)C1c1ccccc1 (stereo not drawn)	x	1	3	42	26	2.3	24	24
CCOc1ccc(NC(=O)CCC(=O)Nc2nnc(CC)s2)cc1	-3	-1	-10	-10	13	1.3	14	6
O=C(CO/N=C/c1ccc2c(c1)OCO2)Nc1cccc(Br)c1	-14	2	7	29	-21	4.7	-7	24
CC(C)c1ccc(CN2CCC(Oc3ccc(C(=O)N4CCCC4)cc3)CC2)cc1	1	-4	8	-4	20	-0.4	-30	-2
COc1ccc(CN(C)C(=O)COC(=O)c2cc([N+](=O)[O-])ccc2N2CCCC2)c(OC)c1OC	-2	3	12	14	32	-2.7	11	-6
CCCCNC(=O)C1(O)c2ccccc2NC(=O)N1c1ccc(Cl)cc1 (stereo not drawn)	-23	-2	-10	-17	7	2.0	-6	6
NS(=O)(=O)c1ccc(NC(=O)Cn2nc(C(=O)O)c3ccccc3c2=O)cc1	-8	-2	-7	-5	-18	1.0	-6	-14
Cc1ccc2nc(C)cc(N/N=C/c3ccc(F)cc3)c2c1	-10	1	-13	22	-8	-0.2	-5	-54
CCOC(=O)c1[nH]c2ccccc2c1NC(=O)c1ccc(S(=O)(=O)N2CCOCC2)cc1	1	2	1	13	11	0.4	0	4
S=C(NC1CCCCC1)c1ccc2c(c1)OCO2	-13	2	0	22	-9	3.7	-9	13
O=C(COC(=O)Cc1ccsc1)Nc1ccccc1Cl	-11	-2	4	9	13	-1.3	-7	11
O=C(CNC(=O)OCc1ccccc1)Oc1ccc2ccc(=O)oc2c1	-2	2	14	37	-18	-0.9	3	3
CCc1cc2c(-c3ccccc3)cc(=O)oc2cc1OC(C)C(=O)O (stereo not drawn)	14	1	3	5	18	-1.8	8	2
O=C(CSc1ccc2c(c1)OCCO2)Nc1cccnc1Cl	6	-3	9	-5	14	0.0	8	13
CCOC(=O)C1(CCOc2ccccc2)CCN(Cc2ccc(-n3cccn3)cc2)CC1	26	-5	14	17	45	-1.2	-47	16
C#Cc1ccc(CN2CCC(C(=O)Nc3ccc(Oc4ccccc4)nc3)CC2)cc1	25	-5	-12	-20	26	-1.6	0	22
CCCN(CCC)S(=O)(=O)c1ccc(C(=O)Nc2ccc(S(=O)(=O)Nc3nnc(CC)s3)cc2)cc1	-15	-5	7	2	3	2.7	-2	4
COc1cccc(CNC(=O)C2CCN(S(=O)(=O)c3ccc4c(c3)CCC(=O)N4)CC2)c1	-5	-2	5	-16	16	-3.9	-18	-4
COC(=O)Cc1ccc(OC(=O)CCS(=O)(=O)c2ccc(C)cc2)cc1	9	2	24	26	24	2.4	15	18
NS(=O)(=O)c1ccc2nc(NC(=O)c3ccc(Br)o3)sc2c1	-19	0	-10	-15	-12	6.4	-34	-3
COc1ccc(C(NC(C)=O)c2cc(Cl)c3cccnc3c2O)cc1OC (stereo not drawn)	4	-2	16	19	68*	-0.4	-20	40*
Fc1ccc(CSc2ccc(-c3ccc4c(c3)OCO4)nn2)cc1	-13	3	13	2	-3	3.0	-25	7
CCOC(=O)c1c[nH]c2ccc3ccccc3c2c1=O	-1	-2	-5	21	18	3.8	16	-7
CC(=O)Oc1cc2cccc(OC(C)=O)c(=O)c2c(OC(C)=O)c1OC(C)=O	11	0	-31	13	25	1.1	1	15
CSc1ccccc1OCc1cc(C(=O)NCCC2=CCCCC2)no1	-7	2	0	-4	52*	0.6	-10	7
COc1ccc(-n2cnc3cc(NCc4cccs4)ccc32)cc1	-45	4	34	58*	11	2.5	-47	40*
COC(=O)c1sccc1NC(=O)c1c(C)c(-c2cccc(Cl)c2)nc2ccccc12	-10	-3	-1	7	16	0.8	-5	10
COc1ccc(-c2nn(-c3ccccc3)cc2C(=O)N2CCOCC2)cc1	0	-1	15	10	6	-2.0	2	15
Cc1ccc(/C(O)=C2/C(=O)C(=O)N(Cc3cccnc3)C2c2ccccn2)cc1 (stereo not drawn)	-5	0	-8	16	26	1.0	16	5
O=C(/C=C/c1ccc(F)cc1)NC(=S)NNC(=O)[C@H]1C[C@@H]1c1ccccc1	6	-2	21	21	-8	-1.0	-55	-11
CCCc1cc(=O)n2nc(N3CCC(C(=O)NCc4ccco4)CC3)sc2n1	-9	-3	-1	1	23	2.6	-7	-1
O=C(N[C@@H](Cc1ccccc1)C(=O)OCc1ccccc1)c1ccco1	-22	-1	-2	30	6	2.2	-12	10
COC(=O)c1ccc(CS(=O)(=O)c2ccc(C)cc2)o1	-2	-1	6	3	16	2.5	12	6
CCOc1ccc(C(=O)NC(=S)Nc2ccc(NC(=O)c3ccco3)cc2)cc1[N+](=O)[O-]	-4	-1	-8	-15	22	0.7	-14	-16
CCCN1CCC(NC(=O)C2CCN(C(C)=O)CC2)CC1	-7	-3	0	-3	0	1.6	6	-15
Cc1cc(Cl)ccc1OC(C)C(=O)Nc1ccccc1N1CCOCC1 (stereo not drawn)	13	-2	18	26	49	1.4	24	36
Cc1ccccc1C(=O)Nc1ccnn1C1CCN(C2CCSCC2)CC1	0	-2	-3	13	2	2.8	8	0
CCOC(=O)c1c(C#N)c(SCC(=O)Nc2ccc(OC)cc2)nc2c1CN(CC)CC2	-7	-3	-6	14	-1	-0.6	-3	2
O=C(CSc1cn(CC(=O)N2CCOCC2)c2ccccc12)N1CCOCC1	4	-6	6	3	18	0.9	-5	-12
CCOC(=O)c1cnn(CC2CCCCC2)c1N	-17	4	-16	13	0	-2.3	9	-2
N#CCCn1cc(C(=O)Nc2ccccn2)c(-c2ccccc2)n1	24	-6	16	21	23	1.4	0	28
O=C(Cc1n[nH]c(=O)c2ccccc12)OCC(=O)c1ccccc1	-8	-3	-6	-8	-10	1.1	20	-13
CC(=O)Oc1ccc(NC(=O)CCC2CCCCC2)c(C(=O)O)c1	16	0	-14	-5	17	0.2	-4	15
CS(=O)(=O)N1CCN(c2ccc([N+](=O)[O-])cc2C(F)(F)F)CC1	-10	1	-19	19	-24	1.6	19	4
O=[N+]([O-])c1cc(S(=O)(=O)N2CCOCC2)ccc1NS(=O)(=O)c1ccccc1	6	-1	6	-7	29	-0.9	13	-2
CCCCCN1CC(=O)N2[C@@H](Cc3c([nH]c4ccccc34)C2(C)C)C1=O	-21	-3	-3	9	24	-1.1	7	11
CC(C)c1nccn1S(=O)(=O)c1cc([N+](=O)[O-])ccc1Cl	7	1	29	36	25	-0.9	6	44*
CCN(CC)C(=O)/C(=C\c1ccc2c(c1)OCO2)NC(=O)c1ccc(Br)cc1	0	1	11	23	22	3.3	-20	35
NS(=O)(=O)c1ccc(NC(=O)COC(=O)/C(=C/c2cccs2)c2cccs2)cc1	-3	-3	10	0	5	-0.8	-4	8
CC(=O)C1=C(C)OC2(O)c3ccccc3C(=O)C12O (stereo not drawn)	-6	0	-7	13	13	1.8	11	4
CN(C)S(=O)(=O)N1CCN(C(=O)c2cccc(Br)c2)CC1	0	-2	4	4	9	-0.4	13	-3
Cc1ccc(NC(=O)COC(=O)CC2CC3CCC2C3)cc1S(=O)(=O)N1CCOCC1 (stereo not drawn)	-7	1	9	6	0	-1.0	-6	-44
COc1ccc(S(=O)(=O)n2nc(OCc3cccs3)cc2N)cc1	17	1	1	6	1	0.3	-21	3

Arranged by heavy-atom count (smallest number first): some entries from above.
SMILES	Jurkat NFkB inh	UPR XBP1 act	TIM10 inh	tim23-1 inh	Mdm2 MdmX PPI	UPR CHOP act	697 NFkB inh	tim10-1 inh
CC(C)c1nccn1S(=O)(=O)c1cc([N+](=O)[O-])ccc1Cl	7	1	29	36	25	-0.9	6	44*
CS(=O)(=O)N1CCN(c2ccc([N+](=O)[O-])cc2C(F)(F)F)CC1	-10	1	-19	19	-24	1.6	19	4
O=C(Cc1n[nH]c(=O)c2ccccc12)OCC(=O)c1ccccc1	-8	-3	-6	-8	-10	1.1	20	-13
Cc1cc(Cl)ccc1OC(C)C(=O)Nc1ccccc1N1CCOCC1 (stereo not drawn)	13	-2	18	26	49	1.4	24	36
O=C(CSc1cn(CC(=O)N2CCOCC2)c2ccccc12)N1CCOCC1	4	-6	6	3	18	0.9	-5	-12
Cc1ccc(NC(=O)COC(=O)CC2CC3CCC2C3)cc1S(=O)(=O)N1CCOCC1 (stereo not drawn)	-7	1	9	6	0	-1.0	-6	-44
CCOc1ccc(C(=O)NC(=S)Nc2ccc(NC(=O)c3ccco3)cc2)cc1[N+](=O)[O-]	-4	-1	-8	-15	22	0.7	-14	-16

More records
SMILES	Jurkat NFkB inh	UPR XBP1 act	TIM10 inh	tim23-1 inh	Mdm2 MdmX PPI	UPR CHOP act	697 NFkB inh	tim10-1 inh
CC(NC(=O)c1cnc2ccccc2n1)c1ccccc1 (stereo not drawn)	-28	1	-3	4	10	5.6	-36	-3
CSc1nnc(C2CCN(CC(=O)Nc3ccccc3N3CCOCC3)CC2)n1C	22	-6	8	0	0	-0.4	10	-10
O=C(NC(=S)NCc1cccnc1)c1cc(Br)ccc1Cl	4	-5	26	32	15	0.7	-12	36
CN(C)c1cccc(C(=O)OCC(=O)NC(=O)NCc2ccccc2)c1	7	-4	2	15	11	-0.2	9	2
Nc1nc(SCC(=O)NCCOCCO)nc2sc3c(c12)CCCC3	3	0	11	9	-2	-2.0	16	11
CC1(C)Cc2nc(NC3CCCCC3)c(C#N)cc2CO1	0	-2	-4	17	-8	0.0	14	16
O=C(O)CCc1ccc(-c2ccccc2)n1NC(=O)c1ccco1	-5	0	-11	9	-8	-0.5	-5	-6
CC1CCN(C(=O)CSc2ccc(-c3ccc(F)cc3)nn2)CC1	-2	0	14	8	15	1.1	1	24
COC(=O)C(Cc1ccc(O)cc1)NC(=O)C(C)Oc1ccccc1 (stereo not drawn)	6	1	14	10	17	-0.9	-9	6
Cc1ccccc1Nc1nc(N)nc(CSCc2c(C)noc2C)n1	5	-2	25	12	22	0.2	-19	13
CSc1nnc(-c2ccc(Br)s2)n1C	-24	0	-30	-8	1	-0.8	-22	-14
CC(C)Oc1ccc(S(=O)(=O)N2CCOCC2)cc1NC(=O)Cc1c(F)cccc1Cl	-18	-1	-1	1	2	-0.1	-34	3
CC(=O)Nc1ccc(C(=O)COC(=O)c2cccs2)c(F)c1	-40	-1	-8	8	-89	2.6	7	-18
O=C(OCc1ccc(F)cc1)c1cc(S(=O)(=O)N2CCCCC2)ccc1N1CCOCC1	5	-5	-5	-2	22	-0.5	-11	-10
CC(C)OCCCNC(=O)c1ccc2c(=O)n(Cc3ccc4c(c3)OCO4)c(=S)[nH]c2c1	5	0	-11	-20	10	-1.6	8	11
